Screening results as filed in PubChem BioAssay.
bIAP act = bovine intestinal alkaline phosphatase activators, primary screen, biochemical, bovine IAP, CDP-star luminescence. 0.17% of 200,000 active. activation factor at 20 µM. purified bovine IAP, 30 min; stronger effect = higher value; fold of DMSO-control signal, blank-subtracted. alkaline phosphatase, intestinal [Bos taurus];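 active means activation factor of 2 or more at 20 µM, a signal rise over negative controls twice the positive control's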
TNAP act hi DEA = TNAP activators at high phosphate acceptor level, primary screen, biochemical, luminescence, uHTS; Alkaline phosphatase, tissue-nonspecific isozyme (Homo sapiens), P05186; purified TNAP, CDP-star luminescence, 1 M DEA, 30 min; stronger effect = higher value; 0 = EDTA background, 1 = DMSO-only activity; activation factor at 20 µM; 200,000 tested, under 10 active;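 active means activation factor at least 2 at 20 µM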
Target sequence (P05186 whole entry, looked up): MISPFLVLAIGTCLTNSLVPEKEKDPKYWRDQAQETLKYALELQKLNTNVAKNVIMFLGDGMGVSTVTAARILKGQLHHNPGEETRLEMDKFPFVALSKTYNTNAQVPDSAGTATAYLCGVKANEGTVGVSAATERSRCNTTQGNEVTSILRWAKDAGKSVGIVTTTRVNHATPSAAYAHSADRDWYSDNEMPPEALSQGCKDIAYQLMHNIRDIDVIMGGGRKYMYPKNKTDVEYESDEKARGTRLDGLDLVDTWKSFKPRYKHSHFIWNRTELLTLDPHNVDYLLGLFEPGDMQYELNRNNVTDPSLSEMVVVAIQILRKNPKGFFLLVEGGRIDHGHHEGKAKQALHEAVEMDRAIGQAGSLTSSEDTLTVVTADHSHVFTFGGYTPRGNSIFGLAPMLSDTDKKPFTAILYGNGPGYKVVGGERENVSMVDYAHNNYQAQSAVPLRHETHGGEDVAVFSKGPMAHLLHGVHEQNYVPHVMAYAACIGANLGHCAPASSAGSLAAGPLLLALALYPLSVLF
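Assay system: human TNAP; Input: enzyme diluted 1/800 final; Reagent: CDP-star luminogenic substrate at 100 µM final; Timing: 30 min, room temperature; Signal: luminescence; Evaluation: TNAP activation factor scaled between EDTA and DMSO control wells.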
TNAP inh hi DEA = human TNAP enzyme inhibitors, primary screen, biochemical, luminescent, high phosphate acceptor level, uHTS; Alkaline phosphatase, tissue-nonspecific isozyme (Homo sapiens), P05186; inhibition, % at 20 µM; 0.03% of 200,000 active; AID 1135, 2008; purified TNAP, CDP-star luminescence, 1 M DEA;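 active means over 50% inhibition of tissue-nonspecific alkaline phosphatase at 20 µM in the single-dose screen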;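 further: plate controls were DMSO wells for no effect and EDTA-quenched wells as full inhibition for full effect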
Lmaj promast = Leishmania major promastigote growth inhibition, primary screen. AID 1063, 2008. 9% of 200,000 active. Leishmania major promastigotes, resazurin fluorescence viability. inhibition, % at 10 µM; in the data active means inhibition above about 50%;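 further: promastigotes grown with compound for 44 hours at 28 °C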
TNAP inh no acc = human TNAP enzyme inhibitors, primary screen, biochemical, luminescent, no phosphate acceptor, uHTS; Alkaline phosphatase, tissue-nonspecific isozyme (Homo sapiens), P05186; purified TNAP, CDP-star luminescence, 30 min; inhibition, % at 20 µM; 0.26% of 200,000 active; AID 1012, 2008;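 active means tissue-nonspecific alkaline phosphatase inhibition above about 50% at 20 µM in the single-dose screen, limit read from the data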;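 further: 0% = DMSO negative control and 100% = EDTA positive control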
Diaph act CS = compounds boosting diaphorase resazurin reduction – biochemical, uHTS, resorufin fluorescence, counter-screen for diaphorase-coupled primary assays, primary screen; Diaphorase/resazurin coupled assay, 16 min; stronger effect = higher value; 1 = vehicle wells, 0 = NADH-free wells; activation factor at 20 µM; 0.005% of 190,000 active;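 active means diaphorase activity raised at least twofold by the compound at 20 µM; inactive means activation factor below 2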
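test system = bacterial diaphorase enzyme (C. kluyveri) | quantity = enzyme 0.07 U/mL final | reagent = NADH substrate 0.114 mM plus resazurin dye 0.1 mM, final | incubation = 16 min enzyme reaction, ambient temperature | buffer or medium = HEPES pH 7.4 buffer with MgCl2 and Tween 20 | signal = fluorescence of resorufin, 544 nm excitation, 590 nm emission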
PMI activator = activators of human PMI, primary screen, biochemical, fluorescence intensity, near-Km mannose 6-phosphate; Mannose-6-phosphate isomerase (Homo sapiens), P34949; activation factor at 20 µM; 0.005% of 190,000 active; purified human PMI, coupled resazurin fluorescence, 20 min; stronger effect = higher value; 1 = vehicle control, 0 substrate-free wells; AID 1214, 2008;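 active means activation factor of 2 or more at 20 µM, relative to plate controls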
Target sequence (P34949 whole entry, looked up): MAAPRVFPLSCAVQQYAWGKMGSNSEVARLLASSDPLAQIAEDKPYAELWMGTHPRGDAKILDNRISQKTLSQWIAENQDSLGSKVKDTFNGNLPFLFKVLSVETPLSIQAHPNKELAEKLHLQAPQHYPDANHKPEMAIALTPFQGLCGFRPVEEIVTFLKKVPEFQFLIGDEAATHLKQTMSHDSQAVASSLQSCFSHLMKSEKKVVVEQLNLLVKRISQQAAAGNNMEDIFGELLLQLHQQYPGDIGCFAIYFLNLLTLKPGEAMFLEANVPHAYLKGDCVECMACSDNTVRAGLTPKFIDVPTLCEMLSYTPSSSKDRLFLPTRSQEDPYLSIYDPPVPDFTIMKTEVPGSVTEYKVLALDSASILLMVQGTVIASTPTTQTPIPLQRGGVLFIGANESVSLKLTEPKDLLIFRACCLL
Diaph inh CS = diaphorase inhibitors and chemical oxidizers, primary screen, counter-screen for diaphorase-coupled primary assays, biochemical, uHTS, resorufin fluorescence. 0.69% of 190,000 active. inhibition, % at 20 µM. diaphorase resazurin-to-resorufin fluorescence, NADH, 16 min; bacterial (C. kluyveri) enzyme, not human;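 active means primary screen inhibition at 20 µM above a set limit, cut at about 50% in these data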;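 further: plate controls were DMSO with full reaction for no effect and wells lacking NADH for full effect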
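Assay system – diaphorase enzyme from Clostridium kluyveri · Amount – diaphorase 0.14 U/mL (working solution) · Times – reaction incubation of 16 min at room temperature · Controls – No-NADH positive control and DMSO neutral control · Signal – resorufin fluorescence 544/590 nm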
PMI act satM6P = human PMI activators, high substrate, primary screen, biochemical, fluorescence intensity, near-saturating mannose 6-phosphate; 0.34% of 190,000 active; Mannose-6-phosphate isomerase (Homo sapiens), P34949; activation factor at 20 µM; coupled PMI enzyme assay, resazurin fluorescence, 20 min; stronger effect = higher value; 1 = untreated enzyme, 0 = substrate-free blank;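 active means activation factor of 2 or more at 20 µM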
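Test system – human PMI in coupled enzyme assay · Timing – 20 min incubation at room temperature · Detection – Diaphorase-driven resazurin-to-resorufin fluorescence, excitation 544, emission 590 nm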
bIAP inhibitor = bovine intestinal alkaline phosphatase inhibitors, primary screen, selectivity assay for TNAP inhibitor project, biochemical, bovine IAP, CDP-star luminescence | purified bovine IAP, 30 min | AID 1019, 2008 | inhibition, % at 20 µM | 190,000 tested, under 10 active;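 active means over 50% inhibition of intestinal alkaline phosphatase at 20 µM in the single-dose screen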
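Assay system: bovine IAP enzyme; medium: DEA buffer 100 mM, pH 9.8, with MgCl2 1.0 mM, ZnCl2 0.02 mM; doses: 20 µM single dose; incubation: enzyme reaction for 30 min at room temperature; detection: CDP-star luminescence signal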
Starred values were filed as active, the others as inactive; . = no result given.

Results follow in this order: bIAP act, TNAP act hi DEA, TNAP inh hi DEA, Lmaj promast, TNAP inh no acc, Diaph act CS, PMI activator, Diaph inh CS, PMI act satM6P, bIAP inhibitor
COc1ccc(-c2cc(C(=O)NCCN3CCOCC3)c3ccccc3n2)cc1
    1, 1.1, -6, -7, -1, 1, 1.1, 2, 1, -1
Cc1cc(C)c(NC2=NS(=O)(=O)c3ccccc32)c(C)c1
    0.9, 1.1, -7, -2, -20, 0.8, 1.1, 16, 1.1, 8
O=C(Oc1ccc(OC(=O)c2ccco2)c(S(=O)(=O)c2ccc(Cl)cc2)c1)c1ccco1
    0.9, 1, 5, 4, -45, 0.8, 0.9, 16, 0.9, 13
CC(Sc1nnc(NCc2ccccc2)s1)C(=O)Nc1ccc2c(c1)C(=O)c1ccccc1C2=O (centres undefined)
    1.5, 1, -2, -2, -8, 0.6, 1.2, 39, 1.6, -51
Cc1ccc(C)c(SCC(=O)NCc2ccco2)c1
    0.9, 1, -4, 0, -13, 1.1, 1, -8, 1.1, 6
O=C(COc1cccc([N+](=O)[O-])c1)N/N=C/c1ccco1
    1, 1.1, -5, 3, -17, 0.9, 1, 8, 1, -3
O=C(COc1ccc(Cl)cc1)NCc1nnc(SCC(=O)N2CCCCCC2)o1
    1.1, 1, -2, -5, -10, 0.9, 1, 7, 1, -12
Fc1cc(Br)ccc1NC(=S)Nc1ccccc1
    0.9, 1, 0, 9, 5, 0.9, 0.7, 10, 0.9, 15
Cc1c(Cl)cnc(NC(=O)COC(=O)c2ccc3ncsc3c2)c1Cl
    0.9, 1, -1, 62*, -5, 0.8, 1, 22, 0.8, 10
[N-]=[N+]=CC(=O)CNC(=O)[C@@H](Cc1ccccc1)N1C(=O)c2ccccc2C1=O
    1, 1.1, -7, -2, -7, 1, 1, 0, 1, 4
COc1ccc(C(=O)NC2(C(F)(F)F)NC(=O)N(CCCc3ccccc3)C2=O)c(OC)c1OC (centres undefined)
    1.1, 1, 1, 1, -20, 0.9, 0.9, 10, 1, -13
CCN(CC(=O)NC(=O)NCc1ccccc1)Cc1nc2ccccc2c(=O)[nH]1
    1.5, 1, -4, -4, -144, 0.9, 1.1, 14, 1, -48
COCCNC(=O)CN1C(=O)CSc2ncccc21
    1, 1, -3, -10, -12, 1, 1, -1, 1.1, 3
Oc1c(Cl)cc(Cl)c(Cl)c1Cc1c(O)c(Cl)cc(Cl)c1Cl
    0.8, 1, -2, -4, -5, 0.6, 1, 43, 1, 16
CC(/C=C/c1ccco1)=N\NC(=O)c1cccnc1
    1.1, 1, 0, -3, 5, 0.8, 0.9, 16, 1, -12

Ordered by the number under PMI activator (low to high): 3 of the compounds above
| SMILES | bIAP act | TNAP act hi DEA | TNAP inh hi DEA | TNAP inh no acc | PMI activator | PMI act satM6P | bIAP inhibitor |
| --- | --- | --- | --- | --- | --- | --- | --- |
| CC(/C=C/c1ccco1)=N\NC(=O)c1cccnc1 | 1.1 | 1 | 0 | 5 | 0.9 | 1 | -12 |
| COCCNC(=O)CN1C(=O)CSc2ncccc21 | 1 | 1 | -3 | -12 | 1 | 1.1 | 3 |
| CCN(CC(=O)NC(=O)NCc1ccccc1)Cc1nc2ccccc2c(=O)[nH]1 | 1.5 | 1 | -4 | -144 | 1.1 | 1 | -48 |

4 compounds drawn at random from those above:
Results follow in this order: bIAP act, TNAP act hi DEA, TNAP inh hi DEA, Lmaj promast, TNAP inh no acc, Diaph act CS, PMI activator, Diaph inh CS, PMI act satM6P, bIAP inhibitor
Fc1cc(Br)ccc1NC(=S)Nc1ccccc1
    0.9, 1, 0, 9, 5, 0.9, 0.7, 10, 0.9, 15
O=C(COc1cccc([N+](=O)[O-])c1)N/N=C/c1ccco1
    1, 1.1, -5, 3, -17, 0.9, 1, 8, 1, -3
Cc1c(Cl)cnc(NC(=O)COC(=O)c2ccc3ncsc3c2)c1Cl
    0.9, 1, -1, 62*, -5, 0.8, 1, 22, 0.8, 10
O=C(Oc1ccc(OC(=O)c2ccco2)c(S(=O)(=O)c2ccc(Cl)cc2)c1)c1ccco1
    0.9, 1, 5, 4, -45, 0.8, 0.9, 16, 0.9, 13

Limited to PMI act satM6P (2 entries from above):
SMILES,PMI act satM6P
O=C(Oc1ccc(OC(=O)c2ccco2)c(S(=O)(=O)c2ccc(Cl)cc2)c1)c1ccco1,0.9
Oc1c(Cl)cc(Cl)c(Cl)c1Cc1c(O)c(Cl)cc(Cl)c1Cl,1

(more compounds)
Results follow in this order: bIAP act, TNAP act hi DEA, TNAP inh hi DEA, Lmaj promast, TNAP inh no acc, Diaph act CS, PMI activator, Diaph inh CS, PMI act satM6P, bIAP inhibitor
O=C1CC(c2ccccc2)Sc2ccccc2N1 (centres undefined)
    0.9, 1.1, -7, -5, -16, 0.8, 1, 20, 0.9, 14
O=C1c2ccccc2NC(c2ccccc2)N1/N=C/c1ccccc1 (centres undefined)
    1, 1, -4, 5, 2, 1, 1, 4, 0.9, 2
COCCNC(=S)NCCCNc1nc2cc3c(cc2cc1C#N)OCO3
    1.6, 1.1, -9, 8, -24, 0.7, 1.2, 34, 1.6, -61
Cc1ccc(NC(=S)N(Cc2ccc(Cl)cc2)Cc2ccc(C(=O)O)cc2)cc1Cl
    1.1, 1, -3, 3, -1, 0.9, 0.9, 7, 1, -15
COc1cc(CC(=O)OCn2nnc3ccccc3c2=O)cc(OC)c1OC
    1.1, 1, 0, -14, 1, 0.9, 1, 11, 1, -10
Cc1ccc(C)c2c1sc(=NC(=O)CN1C(=O)CCC1=O)n2C
    1, 1.1, -6, 91*, -21, 1, 1.1, -1, 1.1, 1
Cc1ccc(N=Cc2cc(Cl)cc(Cl)c2O)nc1
    0.9, 1, -5, -10, -11, 0.6, 0.9, 44, 0.4, 11
CCOC(=O)C(Sc1ncc(C#N)c(N)n1)C(C)C (centres undefined)
    0.9, 1, -3, -1, -5, 0.8, 1, 19, 1, 6
CS(=O)(=O)Nc1cccc(C2=NN(S(C)(=O)=O)C(c3ccccc3)C2)c1 (centres undefined)
    1, 1.1, -6, 0, -2, 1.1, 1.4, -13, 1.2, 5
CCOC(=O)C1CCCN(C(=O)C(C)Oc2ccc(Cl)cc2Cl)C1 (centres undefined)
    1, 1.1, -7, -4, -6, 0.9, 1, 8, 1, 4
CCN1C(=O)CC(N2CCC(c3nc4ccccc4[nH]3)CC2)C1=O (centres undefined)
    0.9, 1, 1, 9, -9, 0.9, 0.9, 8, 0.9, 9
CCOC(=O)N1CCN(CCC(=O)Nc2ccccc2OC)CC1
    1, 1, -3, -3, -10, 0.8, 0.9, 15, 1, 1
Cc1ccc(S(=O)(=O)NCC(=O)OCC(=O)c2cc(C)n(-c3ccccc3)c2C)cc1
    0.9, 1, -3, -11, -8, 0.7, 0.8, 26, 0.9, 7
CC(Sc1nc2ccccc2n1C)C(=O)NC(c1ccccc1)c1ccccc1 (centres undefined)
    0.9, 1, -2, 100*, -7, 0.9, 0.9, 11, 0.9, 7
CCC(C)n1c(SCc2ccccc2)nc2ccsc2c1=O (centres undefined)
    1, 1, -1, 16, -2, 0.8, 0.8, 22, 0.9, -5
CCOC(=O)C=C(C(=O)OCC)C(=O)OCC
    0.9, 1.1, -7, 100*, -9, 0.9, 1, 11, 1, 5
Cc1cc(C(C)(C)C)oc1C(=O)Nc1ccc(CC(=O)O)cc1
    1, 1, -4, -6, -19, 0.9, 1, 9, 1, 4
COc1ccc(NC(=O)CSc2ccc3c4c(cccc24)C(=O)c2ccccc2-3)cc1
    0.9, 0.9, 7, -2, -1, 1, 1.1, 0, 1.2, 11
COc1ccc(CNC(=O)C2(C)Cc3ccccc3C(=O)O2)cc1 (centres undefined)
    1.1, 0.9, 8, 1, 3, 1.1, 1.1, -14, 1, -6
Cc1ccc(C(=O)c2cc([N+](=O)[O-])ccc2N2CC(C)OC(C)C2)cc1 (centres undefined)
    0.9, 1, 4, 22, 2, 0.9, 1, 7, 1, 15
O=C(Nc1cc(Sc2ccccn2)cc([N+](=O)[O-])c1)c1cccc(F)c1
    1.1, 0.9, 6, 95*, -32, 0.8, 0.8, 16, 0.8, -5
CCOc1ccc2[nH]c(=O)c(CN(CC3COCCO3)C(=O)c3ccc(C)cc3)cc2c1 (centres undefined)
    1, 1, -5, 93*, 0, 0.9, 1, 7, 1, -1
C=CCOC(=O)C1=C(C)OC(N)=C(C#N)C1c1ccc2c(c1)OCO2 (centres undefined)
    1, 1, -2, 5, -8, 0.8, 0.8, 24, 0.8, 5
O=C(CSc1cccc2cccc(Cl)c12)NCc1cccs1
    1, 1, -2, 30, -8, 0.7, 1.1, 27, 1, 4
CCN(CC)S(=O)(=O)c1ccc(-c2nnc(SCC(=O)N3CCc4ccccc43)o2)cc1
    1.2, 1.1, -8, ., -6, 1.1, 1, -7, 1, -17
O=C(CN(CC1CCCO1)C(=O)CCC(=O)Nc1nccs1)NCc1ccc2c(c1)OCO2 (centres undefined)
    0.9, 1.1, -5, -6, -12, 0.8, 0.9, 19, 0.9, 6
CC12CCC(C(=O)NCCc3ccccc3)(OC1=O)C2(C)C (centres undefined)
    1.1, 1, -2, 3, -6, 1, 1, 3, 1, -8
Cc1cccn2cc(CCNS(=O)(=O)c3ccc4c(c3)OCCO4)nc12
    1, 1, 2, -7, -9, 1, 0.9, -1, 1, 2
COCCOC(=O)c1sc(=S)n(CCOC)c1N
    0.9, 1.1, -5, -1, 2, 0.9, 0.9, 11, 0.9, 9
